T cruzi growth: T. cruzi proliferation inhibition. 77,000 tested, 5.9% active. inhibition, % at 8.34 µM. T. cruzi beta-gal in NIH3T3, GalScreen luminescence, 90 h;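 active = mean inhibition above about 93%, with at least 55% of replicates each passing it, limit read from the data, passing the limit was not always enough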
C diff HTS: blocks growth of Clostridium difficile | Clostridium difficile clinical isolate growth, OD600, 24 h; stronger effect = lower value | growth activity, negative = inhibition, % at 16 µg/mL (by protocol) | 86,000 tested, 0.25% active;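 active = mean growth activity at or below -80% and every replicate also at or below -80%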;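 note: 0% = DMSO wells and -100% = levofloxacin 16 µg/mL wells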
Pf Dd2 inh: inhibitors of Plasmodium falciparum Dd2 growth | P. falciparum Dd2 growth, SYBR Green, 72 h; stronger effect = lower value | activity change, % at 10 µM | 94,000 tested, 2.3% active | AID 1159554; in the data active = activity change below about -80%
GASC1 inh: blocks human GASC-1 (KDM4C) demethylase activity. inhibition, % at 12.5 µM. 96,000 tested, 0.15% active. Q9H3R0. AID 720574. GST-KDM4C 2-372, H3K9me3 peptide, LANCE TR-FRET;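 active = mean replicate inhibition above about 25%, with at least 55% of replicates also reaching it, limit read from the data, passing the limit was not always enough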
Target sequence (Q9H3R0 2-372 limits assumed): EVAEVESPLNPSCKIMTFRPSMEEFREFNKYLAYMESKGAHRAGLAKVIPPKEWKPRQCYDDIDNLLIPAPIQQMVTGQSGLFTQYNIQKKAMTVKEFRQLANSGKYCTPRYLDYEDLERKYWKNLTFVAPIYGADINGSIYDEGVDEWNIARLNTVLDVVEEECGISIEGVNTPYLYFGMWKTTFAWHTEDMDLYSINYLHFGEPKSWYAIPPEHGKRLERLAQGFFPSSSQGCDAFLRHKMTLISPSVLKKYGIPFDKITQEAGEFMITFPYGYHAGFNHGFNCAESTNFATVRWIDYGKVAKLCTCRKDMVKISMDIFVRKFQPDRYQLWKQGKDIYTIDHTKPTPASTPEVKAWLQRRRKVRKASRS
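Material: GST-tagged GASC-1 (JMJD2C) catalytic fragment, aa 2-372. Input: enzyme final amount 10 nM. Medium: HEPES buffer, pH 7.5, plus ascorbate. Reagent: H3K9me3 peptide substrate, Fe(II), 2-oxoglutarate. Doses: single dose. Times: reaction 30 min RT, detection step 1 h RT. Measured by: LANCE TR-FRET. Evaluation: Fall in 671/618 emission ratio as inhibition.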
The depositor's hits bear a star; nt = no result given. Rows were taken by chance; about 7.3% have a hit in one of these screens.

SMILES | T cruzi growth | C diff HTS | Pf Dd2 inh | GASC1 inh
CCCNC(=O)N1CC2(C1)[C@@H](c1ccccc1)[C@@H](CO)N2C(=O)C1CCCCC1 | nt | -4 | 22 | -0.5
N#C[C@@H]1N[C@@H](CO)[C@@H]1c1ccc(C#Cc2ccccc2F)cc1 | 79 | -4 | -13 | 1.4
C[C@@H]1CN([C@@H](C)CO)C(=O)c2cccc(NC(=O)c3cnccn3)c2O[C@@H]1CN(C)S(=O)(=O)c1ccc(F)cc1 | 30 | -8 | -24 | 0.2
C[C@@H]1CN([C@H](C)CO)C(=O)c2cc(C3=CCCCC3)cnc2O[C@@H]1CN(C)C(=O)NC1CCCC1 | nt | 3 | 7 | 1.3
CCC(=O)N[C@@H]1CC[C@@H](CC(=O)NCCN2CCCCC2)O[C@@H]1CO | -75 | nt | 7 | -0.2
CC(=O)N(C)C[C@H]1Oc2ncc(C3=CCCC3)cc2C(=O)N([C@H](C)CO)C[C@@H]1C | -56 | -3 | 20 | 0.5
C[C@@H]1CN([C@@H](C)CO)S(=O)(=O)c2ccc(-c3cncnc3)cc2O[C@@H]1CN(C)Cc1ccccc1 | 62 | -5 | 0 | 3.2
COc1cccc(NC(=O)N[C@@H]2C=C[C@H](CC(=O)Nc3ccccc3)O[C@@H]2CO)c1 | nt | 4 | 19 | 0.8
C[C@@H]1CN([C@H](C)CO)C(=O)Cc2cc(NS(=O)(=O)c3ccccc3)ccc2O[C@H]1CN(C)Cc1ccc(C(F)(F)F)cc1 | nt | 43 | -2 | -0.1
CO[C@@H]1CC[C@@H]2CCN(C)C(=O)[C@@H](C)N(C)C(=O)c3cccc(C#N)c3OC[C@@H]1O2 | 10 | nt | nt | -0.6
O=C(c1cccnc1)N1C[C@H]2[C@@H](c3ccccc31)[C@H](CO)N2C(=O)C1CC1 | 32 | -5 | -1 | 4.8
CC(C)NC(=O)N(C)C[C@@H]1Oc2ccc(NC(=O)Nc3ccc(C(F)(F)F)cc3)cc2C(=O)N([C@H](C)CO)C[C@@H]1C | 29 | 3 | -10 | -1.7
C[C@@H]1CN([C@H](C)CO)S(=O)(=O)c2ccc(-c3cccc(C#N)c3)cc2O[C@H]1CN(C)Cc1cccc(F)c1 | 48 | 11 | -76 | nt
N#C[C@@H]1[C@@H](c2ccccc2-c2ccccc2F)[C@@H](CO)N1C(=O)C1CC1 | nt | -9 | 17 | -0.5
CS(=O)(=O)Nc1ccc2c(c1)[C@@H]1C[C@@H](CC(=O)NCc3ccc(-c4ccccc4)cc3)O[C@H](CO)[C@@H]1O2 | -55 | 0 | -9 | -0.3
C/C=C/c1cnc2c(c1)C(=O)N([C@@H](C)CO)C[C@H](C)[C@@H](CN(C)C(=O)CN1CCOCC1)O2 | 19 | 5 | -13 | 0.1
C[C@@H]1CCCCO[C@H](CN(C)C(=O)Nc2ccccc2)[C@@H](C)CN([C@H](C)CO)C(=O)c2cc(NS(=O)(=O)c3ccc(Cl)cc3)ccc2O1 | 63 | -21 | -52 | -0.5
COCC#Cc1cnc2c(c1)C(=O)N([C@H](C)CO)C[C@@H](C)[C@H](CN(C)C(=O)Nc1ccccc1F)O2 | 25 | 6 | 14 | 4.1
Cc1noc(C)c1S(=O)(=O)Nc1ccc2c(c1)C(=O)N([C@@H](C)CO)C[C@H](C)[C@@H](CN(C)C(=O)C1CCCCC1)OCCCC[C@H](C)O2 | 30 | 2 | -25 | -1.5
CCC(=O)N1CC2(C1)[C@H](c1ccccc1)[C@H](CO)N2CC1CCOCC1 | nt | -6 | 7 | -0.5
Cc1ccc(-c2cnc3c(c2)C(=O)N([C@H](C)CO)C[C@H](C)[C@H](CN(C)C(=O)c2ccncc2)O3)cc1 | 34 | 1 | 9 | 0.2
C[C@@H]1CN([C@H](C)CO)C(=O)c2ccccc2-c2ccccc2CO[C@@H]1CN(C)Cc1ccc(C(F)(F)F)cc1 | nt | -4 | -87* | -0.9
O=C(NCC1CC1)[C@H]1[C@H](CO)[C@H]2Cn3c(cccc3=O)[C@@H]1N2C(=O)c1ccccc1 | -32 | -4 | 20 | -0.2
C[C@@H]1CN([C@H](C)CO)C(=O)c2cccc(NC(=O)Nc3ccccc3)c2O[C@@H]1CN(C)Cc1ccc(C(=O)O)cc1 | nt | -3 | 10 | -0.4
COCC(=O)Nc1ccc2c(c1)C(=O)N(C)[C@@H]1CC[C@@H](CC(=O)NCC(F)(F)F)O[C@H]1CO2 | 3 | -5 | 9 | 2.4
SMILES | T cruzi growth | C diff HTS | Pf Dd2 inh | GASC1 inh
C[C@@H]1CN([C@H](C)CO)C(=O)c2cc(NC(=O)Nc3ccc(F)cc3)ccc2O[C@@H]1CN(C)C(=O)Nc1ccc2c(c1)OCO2 | 8 | -6 | -1 | 1.4
COc1ccc(S(=O)(=O)N(C)C[C@H]2Oc3ccc(NC(=O)Cc4ccccc4)cc3CC(=O)N([C@@H](C)CO)C[C@H]2C)cc1 | nt | 3 | -8 | -0.5
C[C@@H]1CN([C@@H](C)CO)C(=O)c2cc(NS(=O)(=O)c3cccs3)ccc2O[C@@H]1CN(C)S(=O)(=O)c1cn(C)cn1 | 26 | -9 | 12 | -0.4
CCNC(=O)[C@@H]1[C@@H](CO)[C@@H]2Cn3c(ccc(C4=CCCC4)c3=O)[C@H]1N2C(=O)CC | 3 | 1 | 15 | 0.9
Cc1ccc(S(=O)(=O)N[C@H]2CC[C@H](CC(=O)N3CCN(c4ccccc4)CC3)O[C@H]2CO)cc1 | 27 | -2 | 14 | -0.1
CNC[C@@H]1Oc2cc(C#Cc3cccnc3)ccc2S(=O)(=O)N([C@H](C)CO)C[C@H]1C | 90 | 3 | -79 | -1.8
C[C@H](CO)N1C[C@H](C)[C@H](CN(C)C(=O)Nc2ccc3c(c2)OCO3)Oc2c(NC(=O)c3cnccn3)cccc2C1=O | 0 | nt | 2 | 2.2
C[C@@H]1CN([C@@H](C)CO)C(=O)Cc2cc(NC(=O)Cc3cn(C)c4ccccc34)ccc2O[C@H]1CN(C)Cc1ccc(Cl)c(Cl)c1 | 95 | 6 | -82* | -2.0
COc1cccc(-c2ccc3c(c2)O[C@@H](CN(C)Cc2ccncc2)[C@@H](C)CN([C@H](C)CO)S3(=O)=O)c1 | nt | 0 | -1 | 42*
COc1ccc(NC(=O)Nc2ccc3c(c2)C(=O)N([C@@H](C)CO)C[C@@H](C)[C@H](CN(C)C(=O)Nc2ccc(OC)cc2)O3)cc1 | -13 | -5 | 16 | 0.6
C[C@@H]1CN([C@@H](C)CO)C(=O)c2cc(NC(=O)NC3CCCCC3)ccc2O[C@@H](C)CCCCO[C@@H]1CN(C)C(=O)Nc1ccc2c(c1)OCO2 | 16 | -4 | -74 | -1.1
CCCNC(=O)Nc1ccc2c(c1)C(=O)N(C)C[C@@H](OC)[C@H](C)CN(C(=O)C1CCOCC1)[C@H](C)CO2 | -17 | nt | 29 | 0.2
CN(C)C(=O)[C@H]1[C@H](CO)[C@H]2Cn3c(ccc(-c4cccc(F)c4)c3=O)[C@H]2N1C(=O)c1ccccn1 | 17 | -3 | 10 | 4.5
COCC(=O)N1C[C@H]2[C@@H](c3ccccc31)[C@@H](CO)N2C(=O)Nc1ccccc1F | 31 | -4 | -21 | 0.8
O=C(C[C@H]1CC[C@@H](NC(=O)C2CCC2)[C@H](CO)O1)NCC1CC1 | -52 | nt | 25 | 0.1
C/C=C/c1ccc2c(c1)[C@@H]1[C@@H](CCN1C(=O)Cc1ccncc1)[C@@H](CO)N2C | 67 | 1 | 26 | 1.6
Cc1cccc(-c2ccc([C@@H]3[C@@H](CO)N4C(=O)CN(S(=O)(=O)c5cccc(F)c5)C[C@H]34)cc2)c1 | nt | 59 | -19 | -0.3
C[C@H](CO)N1C[C@H](C)[C@H](CN(C)C(=O)Nc2cccc3ccccc23)Oc2ccc(NC(=O)Nc3ccc4c(c3)OCO4)cc2CC1=O | -35 | -7 | 0 | -1.8
CN(C)C(=O)C[C@H]1CC[C@H](NC(=O)NC2CCCC2)[C@@H](CO)O1 | -12 | nt | 3 | 0.7
Cc1ccc(-c2ccc3c(c2)O[C@H](CN(C)C(=O)C2CCC2)[C@@H](C)CN([C@@H](C)CO)S3(=O)=O)cc1 | 67 | -7 | -48 | 1.3
CN1C(=O)c2cc(NC(=O)c3cnccn3)ccc2OC[C@H]2O[C@@H](CC(=O)NCC3CCCCC3)CC[C@H]21 | 41 | -14 | nt | 4.0
Cc1noc(C)c1NC(=O)Nc1ccc2c(c1)CC(=O)N([C@H](C)CO)C[C@@H](C)[C@@H](CN(C)C(=O)Nc1cccc3ccccc13)O2 | -18 | 12 | 30 | -1.7
COc1ccc2c3c([nH]c2c1)[C@@H](CO)N(CC1CCCC1)CC31CN(C)C1 | nt | 3 | -47 | -3.1
C[C@@H]1CN([C@H](C)CO)C(=O)c2cccc(NC(=O)Nc3ccccc3)c2O[C@@H]1CN(C)S(=O)(=O)c1ccc(Cl)cc1 | 33 | -4 | -13 | 1.9
COc1ccccc1-c1cnc2c(c1)C(=O)N([C@@H](C)CO)C[C@H](C)[C@H](CN(C)Cc1cncnc1)O2 | -11 | 5 | 14 | 6.5
SMILES | T cruzi growth | C diff HTS | Pf Dd2 inh | GASC1 inh
COCC#Cc1cnc2c(c1)C(=O)N([C@@H](C)CO)C[C@H](C)[C@H](CN(C)C)O2 | -8 | -5 | 59 | 4.0
COc1ccc2c3c(n(C)c2c1)[C@H](CO)N(CC1CC1)CC31CCN(C(=O)Nc2ccccc2)CC1 | nt | 3 | -65 | -0.8
Cc1cccc(S(=O)(=O)N(C)C[C@H]2OCc3cn(nn3)CCCC(=O)N([C@H](C)CO)C[C@H]2C)c1 | 12 | nt | -69 | 0.1
Cc1ccc(-c2ccc([C@@H]3[C@@H](CO)N4C(=O)CN(C(=O)c5cccnc5)C[C@H]34)cc2)cc1 | nt | 40 | 2 | -0.6
O=S(=O)(c1cccs1)N1CCCCN2[C@@H](CO)[C@H](c3ccc(Br)cc3)[C@@H]2C1 | 103* | 30 | -24 | -0.2
C[C@@H]1CN([C@@H](C)CO)C(=O)c2cccc(NC(=O)Nc3ccc4c(c3)OCO4)c2O[C@@H]1CN(C)Cc1ccc2c(c1)OCO2 | -89 | 28 | -21 | 2.5
O=C(Nc1cccc(F)c1)N1C[C@@H]2[C@H](c3ccccc31)[C@@H](CO)N2C(=O)C1CCOCC1 | -31 | 2 | -2 | 1.3
CO[C@H](CN(C)C(=O)c1cnccn1)[C@@H](C)CN([C@@H](C)CO)S(=O)(=O)c1ccc(C)cc1 | 30 | nt | 25 | 0.5
CO[C@@H]1CN(C)C(=O)c2cc(NC(=O)c3ccc(F)cc3)ccc2OC[C@H](C)N(C(=O)CN(C)C)C[C@H]1C | -52 | 22 | 6 | 0.4
C[C@@H]1CN([C@@H](C)CO)C(=O)c2cc(C#Cc3cccc(F)c3)cnc2O[C@H]1CN(C)CC1CCOCC1 | 22 | 0 | -19 | -1.4
CCCC#Cc1cnc2c(c1)C(=O)N([C@@H](C)CO)C[C@H](C)[C@@H](CN(C)Cc1ccccc1)O2 | 13 | 2 | -30 | -0.5
CCc1csc(N2[C@H](C#N)[C@@H](c3ccc(-c4ccc(F)cc4)cc3)[C@@H]2CO)n1 | 93 | 1 | -12 | -2.9
C[C@@H]1CN([C@@H](C)CO)C(=O)c2cc(NC(=O)C3CC3)ccc2O[C@@H]1CN(C)Cc1ccc(C(=O)O)cc1 | -21 | 3 | -2 | -1.7
C[C@@H]1CN([C@H](C)CO)C(=O)c2cccc(NS(=O)(=O)c3cn(C)cn3)c2O[C@H]1CN(C)Cc1ccc(-c2ccccc2)cc1 | 4 | -3 | -21 | 1.6
COc1ccc(NC(=O)N(C)C[C@@H]2Oc3ncc(C4=CCCC4)cc3C(=O)N([C@@H](C)CO)C[C@@H]2C)cc1 | 15 | -4 | 12 | 0.4

Source: PubChem (Broad Institute)
